Compound activity as filed in PubChem.
IL1B cytotox – HUVEC cytotoxicity counter-screen, IL-1B stimulated | HUVEC cell count loss, Hoechst imaging | cell count reduction, % at 2 µM | 94,000 compounds, 0.41% hits | AID 845;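 active = cell count reduction more than 3 SD above the screen-wide mean, cut at about 70% in these data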;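 note: normalized per plate to untreated control cells as the no-loss baseline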
F-actin modifier – modifiers of cytoskeleton assembly. inhibition, % at 2 µM. HUVEC TNFa F-actin phalloidin imaging, high content. 91,000 compounds, 0.18% hits;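 active = inhibition above the batch mean plus 3 SD and confirmed as a hit by visual image inspection, cut at about 30% in these data, passing the limit was not always enough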; note: strong numbers were not always called active
VCAM1 TNFa inh – reduces TNF alpha induced VCAM1 expression in HUVEC; HUVEC TNFa-induced VCAM-1 immunofluorescence, high-content imaging; inhibition, % at 2 µM; 95,000 compounds, 0.48% hits;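 active = inhibition above the batch mean plus 3 SD, with images confirmed as a hit by eye, cut at about 37% in these data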;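 note: 0% = TNF-stimulated DMSO wells and 100% = unstimulated control wells; not every result past the cut was called active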
Ecoli WT expand – blocks growth of wild type E. coli BW25113; OD600 absorbance; growth inhibition, % at 100 µM; 98,000 compounds, 0.15% hits;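 active = growth inhibition above about 50% at one test dose, limit read from the data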;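 note: growth measured after 20 h incubation at 37 °C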
PLK1 inh – inhibitors of human PLK1 kinase; P53350; recombinant PLK1 kinase, TR-FRET peptide phosphorylation; inhibition, % at 10 µM; 97,000 compounds, 0.53% hits; AID 619;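 active = inhibition of 50% or more in the single-concentration screen; inactive = inhibition below 50%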;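 note: 0% = DMSO max control and 100% = H-89 dihydrochloride min control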
Target sequence (P53350 whole entry, looked up): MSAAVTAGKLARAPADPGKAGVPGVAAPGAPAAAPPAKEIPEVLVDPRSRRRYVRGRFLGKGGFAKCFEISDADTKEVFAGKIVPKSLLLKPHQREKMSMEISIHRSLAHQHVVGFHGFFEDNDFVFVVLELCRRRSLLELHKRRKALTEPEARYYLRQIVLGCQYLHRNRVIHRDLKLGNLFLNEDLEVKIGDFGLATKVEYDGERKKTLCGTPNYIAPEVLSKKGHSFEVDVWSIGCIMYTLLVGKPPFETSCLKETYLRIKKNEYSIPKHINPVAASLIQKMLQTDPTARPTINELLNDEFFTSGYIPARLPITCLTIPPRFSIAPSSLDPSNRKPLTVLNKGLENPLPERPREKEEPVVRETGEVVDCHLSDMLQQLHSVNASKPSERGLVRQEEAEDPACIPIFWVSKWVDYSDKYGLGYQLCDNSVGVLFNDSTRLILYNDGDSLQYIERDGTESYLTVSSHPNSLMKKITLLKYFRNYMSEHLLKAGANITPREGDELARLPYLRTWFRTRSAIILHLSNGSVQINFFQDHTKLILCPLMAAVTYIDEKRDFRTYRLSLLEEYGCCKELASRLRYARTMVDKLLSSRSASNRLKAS
sEH inhibitor – blocks human soluble epoxide hydrolase activity; P34913; recombinant human sEH enzymatic activity assay; inhibition, % at 2 µM; 91,000 compounds, 0.34% hits; in the data active = inhibition above about 80%; note: values of inactives mirror those of a sister screen read the other way; many of its hits are not listed in these tables
DAT uptake mod – modulates human dopamine transporter uptake under cocaine. LLC-PK1 hDAT cells, [14C]-dopamine uptake with cocaine IC80; actives deviate in either direction. AID 449768. B-score at 10 µM. 110,000 compounds, 1.3% hits;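 active = Z score or B-score, a plate-position-corrected score, falls beyond the plate's 99.7% confidence bounds, in either direction; inactive = both scores lie inside the 99.7% bounds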;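 note: scored against the spread of the other compound wells on the same plate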
PLK1 PBD inh – blocks phosphopeptide binding to human Plk1 polo box domain | P53350 | Plk1 PBD phosphopeptide binding, fluorescence polarization | inhibition, %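 (tested at about 20 µM)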 | 97,000 compounds, 0.13% hits; in the data active = inhibition above about 34%, passing the limit was not always enough
TNFa cytotox – toxic to HUVEC cells under TNF alpha stimulation; HUVEC TNFalpha-stimulated, Hoechst cell count, imaging; cell count reduction, % at 2 µM; 93,000 compounds, 0.17% hits;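 active = cell count reduction exceeding the screen mean by over 5 SD, scaled to untreated wells per plate, cut at about 78% in these data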;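 note: cells counted after 24 h of TNF alpha exposure following the 1 h pretreatment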
Starred values were filed as active, the others as inactive; · = no result given.

SMILES | IL1B cytotox | F-actin modifier | VCAM1 TNFa inh | Ecoli WT expand | PLK1 inh | sEH inhibitor | DAT uptake mod | PLK1 PBD inh | TNFa cytotox
O=C(Oc1ccccc1)c1cccc2cccnc12 | 3 | -4 | 22 | 21 | -15 | 1 | -0.75 | 3 | -2
COc1ccc(C2C(C(=O)NC(C)C)c3ccccc3C(=O)N2C)cc1OC (stereo unspecified) | 22 | 8 | 2 | -1 | -11 | 1 | 0.16 | -39 | -9
N#Cc1ccsc1NC(=O)CN1CCN(c2ccccn2)CC1 | 8 | 5 | -10 | 5 | -11 | -16 | -0.12 | 10 | 6
CC(C)c1cc(C(=O)Nc2cccc(Cl)c2)no1 | -6 | -12 | -24 | 17 | -11 | -6 | 0.33 | -9 | -14
CC(C(=O)NC1CCCCCC1)N(c1ccccc1)S(C)(=O)=O (stereo unspecified) | -16 | 9 | 11 | -1 | -11 | 1 | -0.0015 | 1 | -3
CN1CCN(CCNC(=O)Nc2ccccc2C(F)(F)F)CC1 | -16 | 6 | -8 | -1 | -7 | 11 | 0.92 | -8 | -9
O=C(CSc1nc2ccccc2o1)NC(=O)NCc1ccccc1 | 7 | -28 | 3 | -1 | 1 | 0 | -0.62 | -12 | 5
CCN1C(=O)/C(=C/c2c(C)nn(C)c2C)SC1=S | -11 | 10 | 6 | -8 | 0 | -6 | -1.3 | -24 | -6
O=C(CSc1nc2ccccc2c(=O)n1-c1ccccc1)N1CCCC1 | -28 | -4 | -7 | -5 | -7 | 3 | 0.36 | -2 | -24
CC(N)C12CC3CC(CC(O)(C3)C1)C2 (stereo unspecified) | 25 | 21 | -2 | 4 | -13 | -5 | -0.55 | 4 | 2
COc1ccc(CC(=O)N2CCOCC2)cc1 | 35 | -3 | 30 | · | -9 | -7 | -0.86 | -10 | 22
CCCCOC(=O)c1ccc(NC(=O)CSc2nncn2C)cc1 | -96 | 25 | 12 | 9 | -2 | -4 | 0.16 | -12 | -48
COC(=O)C1=C(C)Nc2ncnn2C1c1cccnc1 (stereo unspecified) | 4 | -3 | -4 | -1 | -5 | -7 | 0.039 | -8 | 8
O=C(CC1COc2ccccc2O1)Nc1ccccn1 (stereo unspecified) | 1 | -15 | 15 | 14 | -6 | 6 | 0.5 | -8 | 6
O=C(NNC(=O)c1ccco1)c1cccc([N+](=O)[O-])c1 | -21 | -2 | -2 | -8 | -5 | -1 | 1.6 | -4 | 5
Cc1cc(N2C(=O)C3C4c5ccccc5C(c5ccccc54)C3C2=O)no1 (stereo unspecified) | -14 | -16 | 12 | -2 | -7 | -4 | -0.039 | 13 | -10
CC1(C)CC2(CCO1)OC(=O)CC2C(=O)Nc1cccc2ccccc12 (stereo unspecified) | -12 | -12 | -21 | -4 | -11 | 2 | 0.58 | -19 | -3
O=C(NCCN1CCCCC1)/C(=N\O)c1ccccc1 | -69 | 8 | 14 | -4 | -8 | 7 | 0.46 | -6 | -19
COc1ccccc1NC(=O)CN1CCC(n2nnc3cc(F)ccc32)CC1 | -10 | 4 | -1 | 3 | -1 | · | 2.3 | -25 | -17
CSc1nnc(-c2ccco2)n1-c1ccccc1 | 6 | -5 | -5 | -7 | -11 | -11 | -0.041 | 8 | -8
COc1cccc(C2=NOC(C(=O)NCc3ccccc3)C2)c1 (stereo unspecified) | -12 | -36 | 3 | 11 | -8 | 0 | · | 11 | -30
Cc1cc(C)n(Cc2ccc(NC(=O)c3ccc(COc4ccccc4Br)cc3)cc2)n1 | 7 | 1 | 2 | -12 | -15 | 39 | · | 20 | -6
COc1cc(Br)c(C(C)NC(=O)c2cccc(Br)c2)cc1OC (stereo unspecified) | 41 | -30 | -8 | 4 | -4 | -12 | -1.1 | 22 | 3
CCOC(=O)C1=C(N)N2C(=O)CSC2=C(C(=O)OC)C1 | 7 | -40 | -5 | -2 | 7 | · | -0.31 | 12 | -20
CC1CN(C(=O)CSc2nnc(-c3ccncc3)n2-c2ccccc2)CC(C)O1 (stereo unspecified) | 4 | 10 | 15 | 1 | -1 | · | -0.26 | 30 | -19

4 of the compounds above, as tab-separated lines:
SMILES	IL1B cytotox	F-actin modifier	VCAM1 TNFa inh	Ecoli WT expand	PLK1 inh	sEH inhibitor	DAT uptake mod	PLK1 PBD inh	TNFa cytotox
CCCCOC(=O)c1ccc(NC(=O)CSc2nncn2C)cc1	-96	25	12	9	-2	-4	0.16	-12	-48
COC(=O)C1=C(C)Nc2ncnn2C1c1cccnc1 (stereo unspecified)	4	-3	-4	-1	-5	-7	0.039	-8	8
O=C(CC1COc2ccccc2O1)Nc1ccccn1 (stereo unspecified)	1	-15	15	14	-6	6	0.5	-8	6
O=C(NNC(=O)c1ccco1)c1cccc([N+](=O)[O-])c1	-21	-2	-2	-8	-5	-1	1.6	-4	5

Next part.
SMILES | IL1B cytotox | F-actin modifier | VCAM1 TNFa inh | Ecoli WT expand | PLK1 inh | sEH inhibitor | DAT uptake mod | PLK1 PBD inh | TNFa cytotox
O=C(CN1CCN(CCC(=O)Nc2ccccc2F)CC1)Nc1ccc(Cl)cc1 | 11 | -4 | 13 | 13 | -17 | 1 | · | -17 | -9
Cc1c(Cc2ccc3c(c2)OCO3)sc(NC(=O)C(C)(C)C)c1C#N | -77 | -6 | 7 | 2 | -7 | 6 | -0.069 | -15 | -7
Cc1onc(-c2ccccc2)c1-c1n[nH]c(=S)n1-c1ccccc1Cl | -7 | -17 | 14 | 8 | -8 | -9 | -0.51 | 9 | 6
COc1ccc(NC(=O)CSC2CCCCC2)cc1 | 5 | 0 | 27 | 9 | -13 | 24 | 0.028 | 12 | -12
COc1ccc(-n2ncc3c(=O)n(CC(=O)N4c5ccccc5CC4C)cnc32)cc1 (stereo unspecified) | -19 | 8 | -7 | · | -8 | 11 | 0.66 | -2 | -9
Cc1noc(C)c1CSc1nnc2scc(-c3ccc(Cl)cc3)n12 | -27 | 9 | 0 | 1 | -6 | 31 | -0.054 | 12 | -24
COc1ccccc1-c1csc(Cc2nnc3n2CCCCC3)n1 | -25 | -31 | 4 | 13 | -3 | · | 0.75 | -16 | 0
CCN(CC)C(=O)CCC(=O)Nc1ccc(C(=O)OC)cc1 | 26 | · | 0 | 5 | 1 | -6 | -0.016 | -6 | -11
O=C1N(Cc2ccc(F)cc2Cl)c2ccccc2C12OCCCO2 | 13 | -6 | 15 | 4 | -8 | 11 | -1.1 | -25 | -1
O=C(CCC1CCCC1)NC1CCCCC1 | 8 | · | 18 | 4 | -11 | 42 | 2.8 | -11 | -7
COc1ccc(NCc2ccc3c(c2)OCO3)cc1Cl | -16 | 6 | 7 | 6 | -10 | 4 | -0.78 | -4 | -1
CCn1c(SC)nnc1C1CCN(S(=O)(=O)c2ccc(OC)cc2)CC1 | -31 | 2 | -3 | 2 | -6 | 18 | -0.042 | -8 | -2
O=C1CCCc2ccccc2N1Cc1ccc(Cl)cc1Cl | 1 | -39 | 5 | 6 | -7 | 9 | -0.66 | 9 | 2
Cc1cc(CN2C(=O)c3ccccc3C2=O)no1 | · | · | · | -2 | -8 | -7 | · | 13 | ·
COc1cc2c(=O)n(Cc3ccccc3)c(=O)n(CC(=O)NCc3ccco3)c2cc1OC | 17 | -3 | 3 | -1 | -14 | -4 | -0.33 | -8 | 15
O=C(O)CS(=O)(=O)c1ccc(Oc2ccc(S(=O)(=O)CC(=O)O)cc2)cc1 | 30 | 34 | 18 | · | -5 | 2 | 0.24 | 15 | -26
CCc1ccc(NC(=O)CN(c2ccc3c(c2)OCO3)S(=O)(=O)c2c(C)noc2C)cc1 | -41 | 1 | 2 | 0 | -12 | 2 | 0.22 | -35 | -15
CCOC(=O)c1ccc2nc(NC(NC(C)=O)(C(=O)OC)C(F)(F)F)sc2c1 (stereo unspecified) | 26 | -1 | -38 | 0 | -4 | 0 | 0.029 | 23 | 9
CCOC(=O)CCCNC(=O)CCNC(=O)c1ccc(OCC)cc1 | -71 | · | 2 | 4 | -1 | -3 | -0.4 | -26 | -45
CCOc1ccc(NC(=O)C2CCC(N3C(=O)C4CC=CCC4C3=O)CC2)cc1 (stereo unspecified) | -22 | 13 | 1 | -11 | 0 | 15 | 1.1 | -7 | -28
O=C1CC(c2ccccc2)C(C(=O)O)N1 (stereo unspecified) | 8 | -13 | 5 | 1 | -5 | 1 | 0.7 | 8 | -20
Cc1ccc(NC(CC(=O)c2ccccc2)c2ccc(F)cc2)cc1 (stereo unspecified) | 10 | -34 | 8 | -4 | -10 | -20 | -0.4 | 7 | -24
CCOc1ccc(NC(=O)C2CCCCN2S(=O)(=O)c2ccccc2)cc1 (stereo unspecified) | -16 | 16 | -1 | 1 | -11 | 22 | -0.017 | -8 | -40
Cc1ccc2[nH]c(-c3ccccc3)c(CN3CCOCC3)c(=O)c2c1 | · | 10 | -6 | 0 | -6 | 2 | -0.43 | 1 | -22
Cc1ccc2c(c1)nc(NCCO)n2C | -9 | -29 | -18 | 5 | 3 | 23 | -0.39 | 14 | 0
(cont.)
SMILES | IL1B cytotox | F-actin modifier | VCAM1 TNFa inh | Ecoli WT expand | PLK1 inh | sEH inhibitor | DAT uptake mod | PLK1 PBD inh | TNFa cytotox
COc1ccc2c(c1)C1C=CCC1C(c1cc3c(cc1Br)OCO3)N2 (stereo unspecified) | 9 | -35 | -17 | -5 | -7 | -2 | -0.52 | 43 | 12
COC(=O)[C@H](Cc1ccccc1)NC(=O)N1CCC(C)CC1 | -44 | -4 | 24 | 3 | 6 | 10 | 0.0037 | 1 | -8
Cc1cccc(C)c1NC(=O)CSCC(=O)c1ccc(O)c(O)c1 | 14 | 10 | 16 | 4 | 0 | · | -0.89 | -26 | 0
O=C(Cn1c(-c2ccccc2)noc1=O)Nc1ccc(S(=O)(=O)N2CCOCC2)cc1 | 9 | 12 | 23 | 8 | -1 | 2 | -1.3 | 5 | -55
CC(=O)N1CCc2cc(S(=O)(=O)NCCN3CCC(C)CC3)ccc21 | 15 | 7 | 4 | 4 | -40 | -12 | -0.54 | -21 | -8
Cc1cc2n(n1)C(c1ccccc1Cl)Nc1ccccc1-2 (stereo unspecified) | -9 | 8 | -28 | 10 | -11 | 5 | -0.062 | 6 | -14
Cc1ccc(-n2nc3c(c2NC(=O)c2c(-c4ccccc4Cl)noc2C)CS(=O)(=O)C3)c(C)c1 | -106 | 15 | -9 | -3 | 8 | 0 | · | -14 | -15
COc1ccc(-n2c(=O)cc(N3CC(C)OC(C)C3)[nH]c2=O)cc1 (stereo unspecified) | -17 | -2 | 23 | -16 | -5 | 16 | -2.3 | -7 | -9
Cc1ncoc1C(=O)NCc1ccccc1Cl | -18 | 8 | 9 | 3 | 0 | 0 | -0.028 | 5 | -29
CC(=O)NC1N=C(C)N(c2ccccc2)C1=O (stereo unspecified) | 7 | -1 | 19 | 2 | -6 | 5 | -0.11 | -12 | 4
O=C1CSC(c2cn(-c3ccccc3)nc2-c2cc3ccccc3o2)N1Cc1ccccc1 (stereo unspecified) | -15 | · | -20 | -12 | -5 | -1 | · | -28 | -2
Cc1cc(=O)[nH]c(SCC(=O)Nc2ccc(Br)cn2)n1 | 3 | -4 | 19 | -4 | 1 | 10 | 0.48 | 16 | 10
Cc1ccc(S(=O)(=O)NCC(=O)NCc2ccncc2)cc1 | 1 | 23 | 3 | · | -9 | 23 | -0.058 | -7 | -24
CCC(CC)C(=O)Nc1cc(=O)n(C)c(=O)n1C | 17 | -1 | -2 | -3 | 9 | · | -1.8 | 18 | 36
CCN(CC)c1nc(N)nc(N(c2ccccc2)c2ccccc2)n1 | 15 | -15 | 9 | -2 | -15 | · | -0.76 | -10 | -16
CCOC(=O)NC(Nc1nnc(C)s1)(C(=O)OCC)C(F)(F)F (stereo unspecified) | 22 | 2 | -19 | 3 | -8 | -18 | -0.06 | 3 | -12
Cc1cc(C)n(-c2ccc(C(=O)Nc3ccc(S(=O)(=O)NCc4ccco4)cc3)cc2)n1 | 12 | 6 | · | -7 | -7 | -12 | -0.79 | -11 | ·
O=C1N/C(=N/NC(=O)c2cccc3ccccc23)S/C1=C\c1ccccc1OCc1ccccc1 | -4 | -11 | 14 | -25 | -10 | -5 | 1.2 | -11 | 0
